SSB-PriA inh – inhibitors of Klebsiella pneumoniae PriA binding to SSB C-terminal tail, primary screen, biochemical, AlphaScreen | PriA–SSB C-terminal tail interaction (Klebsiella pneumoniae) | hit rate 0.6% among 430,000 | AlphaScreen SSBct-PriA binding, biotinylated peptide | inhibition, % at 33 µM | AID 1272365, 2023; in the data active = inhibition mostly above about 37%, no sharp cut-off; inactive = mostly below about 20%;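 note: plate controls were negative control peptide for no effect and reference peptide for full effect; strong numbers were not always called active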
The depositor's hits bear a star; & = joins results of further samples. The list is partial; the hit share may differ from the screen's.

nr	SMILES	SSB-PriA inh
1	O=C(Cc1n[nH]c(=O)[nH]c1=O)NN=CCCc1ccccc1	-8
2	Cn1cccc1[C@@H](O)CCNC(=O)Nc1ccc(Cl)c(Cl)c1	16
3	O=C(CN1C(=O)CCC1=O)NCCc1csc(-n2cccn2)n1	-11
4	CN(C)C=NS(=O)(=O)c1ccc(Cl)cc1	4
5	CN(C)c1ccc(/C=N\NC(=O)CSc2nc3ccccc3o2)cc1	1
6	CCCCc1ccc(NC(=O)CSc2nc(-c3ccccc3Cl)ns2)cc1	-29
7	Cc1cccc(OCC(=O)Nc2ccc(Cl)c(N3CCCS3(=O)=O)c2)c1	6
8	O=c1ccc(-c2cccs2)nn1CCCNS(=O)(=O)c1ccc2ccccc2c1	-14
9	CC(=NNC(=O)c1ccccc1F)c1ccc(C#N)cc1	-1
10	CSc1ccc(NC(=O)C2CCCC2)nn1	11
11	O=C(NC(c1ccccc1)c1ccccc1)N1CC(Oc2nccs2)C1	4
12	COc1ccc(OC)c(-c2ccc(N3CCN(C(=O)Nc4ccccc4F)CC3)nn2)c1	17
13	O=c1ccc(-c2ccco2)nn1CCNS(=O)(=O)c1cccc(Cl)c1	10
14	COc1ccc(Cn2c(=O)c3ncccc3n(Cc3ccc(Br)cc3)c2=O)cc1	-14
15	CC[C@@](CNC(=O)c1ccc(OC(F)(F)F)cc1)(OC)c1ccccc1	-6
16	O=C(Nc1nc2c(s1)CN(S(=O)(=O)/C=C/c1ccccc1)CC2)C1CCCO1 (configuration not stated)	-6
17	O=S(=O)(c1ccc(F)c(Cl)c1)N1CCN(c2ccc(-c3ccco3)nn2)CC1	-7
18	CCSc1ccccc1C(=O)Nc1nc(-c2cc(OC)ccc2OC)cs1	3
19	O=S(=O)(NCCc1csc(-c2ccc(F)cc2)n1)c1cccs1	-16
20	COC(CNC(=O)Cc1c(F)cccc1Cl)c1ccsc1 (configuration not stated)	-19
21	CCc1ccc2ncc(C#N)c(Nc3cccc(SC)c3)c2c1	-25&-23
22	Cc1cc(C(=O)NCC2Cc3ccccc3CO2)c(C)o1 (configuration not stated)	-2
23	CCCN1CCCc2cc(CCNC(=O)C(=O)Nc3ccc(C(F)(F)F)cc3)ccc21	25
24	Cc1cc(NC(=O)c2cc3ccccc3o2)n(-c2nc3c(cnn3-c3ccc(F)cc3)c(=O)[nH]2)n1	-5
25	COc1ccccc1C(CNC(=O)C(=O)NCc1ccc(F)cc1)OC (configuration not stated)	0

Overlap with the part before: 5 entries; new compounds follow.
nr	SMILES	SSB-PriA inh
21	CCc1ccc2ncc(C#N)c(Nc3cccc(SC)c3)c2c1	-25&-23
22	Cc1cc(C(=O)NCC2Cc3ccccc3CO2)c(C)o1 (configuration not stated)	-2
23	CCCN1CCCc2cc(CCNC(=O)C(=O)Nc3ccc(C(F)(F)F)cc3)ccc21	25
24	Cc1cc(NC(=O)c2cc3ccccc3o2)n(-c2nc3c(cnn3-c3ccc(F)cc3)c(=O)[nH]2)n1	-5
25	COc1ccccc1C(CNC(=O)C(=O)NCc1ccc(F)cc1)OC (configuration not stated)	0
26	O=C(CN1C(=O)c2ccccc2C1=O)Nc1ccc2c(c1)C(=O)NCCO2	-7
27	COc1ccccc1N1CCN(C(c2cccs2)C(C)NS(=O)(=O)c2ccc(Cl)cc2)CC1 (configuration not stated)	0
28	O=C(CSc1nnnn1-c1ccccc1)c1ccc2ccccc2c1	2
29	CNC(=O)C1Cc2ccccc2N1C(=O)Nc1c(F)cccc1F (configuration not stated)	-9
30	Cn1nnc2c(NCCCN3CCCC3=O)ncnc21	3
31	Cc1nc2ccccc2c(=O)n1-c1cccc(NC(=O)c2cc(Br)ccc2Cl)c1	6
32	O=C(c1c[nH]c2ccccc12)N1CC(Oc2nc3ccccc3s2)C1	-3
33	Cc1noc(C)c1S(=O)(=O)N1CCC(c2nn(C)c(=O)n2-c2ccccc2)CC1	-18
34	N#Cc1ccccc1NC(=O)C(=O)NCC1CCN(Cc2ccco2)CC1	-21
35	O=Cc1ccc(OCc2cccnc2)cc1	-1
36	Cn1cccc1-c1noc(CNC(=O)c2cccc(-n3cccn3)c2)n1	16
37	Cc1cccc(N2CCN(C(=O)c3csc(Nc4ccccc4)n3)CC2)c1	6&31
38	O=C(NCc1cncc(-c2ccsc2)c1)c1cc2cc(F)ccc2s1	3
39	COc1ccc(-c2csc(NC(=O)Cc3ccc(F)cc3)n2)c(OC)c1	-3
40	Cc1ccc(-n2c(=S)sc3c(=O)n(C)c(SCC(=O)Nc4ccc(C)c(F)c4)nc32)cc1	7
41	O=S(=O)(c1ccc(Cl)s1)N1CCN(c2cc(C(F)(F)F)ncn2)CC1	-4
42	O=c1[nH]c(=S)[nH]c(O)c1C=Nc1cc(Cl)cc(Cl)c1	-4
43	CC[C@@](CNS(=O)(=O)Cc1ccc(C(F)(F)F)cc1)(OC)c1ccccc1	6
44	O=C(Nc1noc2ncccc12)C(c1ccccc1)c1ccccc1	17
45	COc1cccc2cc(S(=O)(=O)c3cccc(C#N)c3)c(=O)oc12	-3
46	O=C(Nc1cccc(N2CCCCC2=O)c1)c1c(F)cccc1Cl	1
47	COC(=O)c1sccc1S(=O)(=O)Nc1ccc(-n2nnn(C)c2=O)cc1	-6
48	COCCn1cc(NC(=O)NC2CCCCC2C)c2ccccc21 (configuration not stated)	3
49	Cc1ccccc1C1CCN(C(=O)c2cc(-c3ccc4c(c3)OCO4)n[nH]2)CCS1 (configuration not stated)	-8
50	Cc1ccnc(Nc2ccc(NCCNC(=O)Cc3ccc(Cl)cc3)nn2)c1	-9

Three records picked at random from the list so far, as already listed:
nr	SMILES	SSB-PriA inh
24	Cc1cc(NC(=O)c2cc3ccccc3o2)n(-c2nc3c(cnn3-c3ccc(F)cc3)c(=O)[nH]2)n1	-5
39	COc1ccc(-c2csc(NC(=O)Cc3ccc(F)cc3)n2)c(OC)c1	-3
30	Cn1nnc2c(NCCCN3CCCC3=O)ncnc21	3

Remaining list, next part.
nr	SMILES	SSB-PriA inh
51	CCN(CC)C(=O)C1CCCN(c2ccc([N+](=O)[O-])cc2C=NNC(=O)c2cccc(O)c2)C1 (configuration not stated)	7
52	CC(C)Oc1ccc(Br)cc1C(=O)NN=Cc1c[nH]c2ccccc12	-3
53	COC(CNS(=O)(=O)C1CC1)c1ccco1 (configuration not stated)	5
54	Cc1ccc(O[C@H]2CCCN(C(=O)c3ccno3)C2)nn1	-7
55	COc1ccc(N2CC(NC(=O)CC(c3ccccc3)c3ccccc3)CC2=O)cc1OC (configuration not stated)	-1
56	COc1cn(CC(=O)N2CCC(Cc3ccccc3)CC2)c(CO)cc1=O	-10
57	O=C(Cc1noc2ccccc12)NC1CCC(Oc2ncc(F)cn2)CC1 (configuration not stated)	-8
58	Cc1sc2nc(SCC(=O)Nc3ccc4c(c3)OCCO4)n(-c3ccccc3)c(=O)c2c1C	1
59	O=C(CNC(=O)C(c1ccccc1)c1ccccc1)NN=Cc1ccc(C(=O)O)cc1	0
60	NC(=O)CSc1ccc(-c2ccc(Br)cc2)nn1	-10
61	COc1ccc2c(c1)CCN(C(=O)c1coc(NC(=O)c3cc(C)on3)n1)C2	1
62	Cn1ncc2nc(SCc3ccc(F)cc3)n(Cc3ccccc3)c(=O)c21	-13
63	COc1ccc(C(=O)NCC(=O)NN=C/C(C)=C/c2ccccc2)cc1OC	1
64	O=C(NCc1ccc(F)cc1)NC1CCCC(O)C1 (configuration not stated)	-13
65	Cc1ccc(CNC(=O)Cn2nc3ccc(SC4CCCCC4)nn3c2=O)cc1	-5
66	CCc1ccc(NC(N)=Nc2nc(CSc3ccccn3)cc(=O)[nH]2)cc1	-11
67	COc1ccc(NC(=O)c2ccc3ncsc3c2)c([N+](=O)[O-])c1	-1
68	COc1ccc(S(=O)(=O)NC[C@H](O)c2ccc(OC)c(OC)c2)cc1F	4
69	COc1ccc(C2C(=C(O)c3ccc4c(c3)OCCO4)C(=O)C(=O)N2Cc2cccnc2)cc1OC (configuration not stated)	-13
70	O=S(=O)(Nc1ccc(-c2nc3ccccc3[nH]2)cc1)c1ccc(Cl)cc1	-7
71	O=C1CCC(=O)N1Cc1csc(Nc2c(F)cccc2F)n1	-9
72	CC(=O)NS(=O)(=O)c1ccc(NC(=O)C2CN(C(=O)c3ccc4c(c3)OCO4)C2)cc1	-9
73	O=S(=O)(NCC1(O)Cc2ccccc2C1)c1ccc(OC(F)(F)F)cc1	25
74	CC(=O)c1cccc(NS(=O)(=O)c2ccc(N3C(=O)CCC3=O)cc2)c1	-1&5
75	CCCCOc1ccc(-c2cc(C(=O)N/N=C\c3ccccn3)[nH]n2)cc1	-2

Quoted from the listing.
Cc1ccc(O[C@H]2CCCN(C(=O)c3ccno3)C2)nn1 in SSB-PriA inh shows -7
CCCCOc1ccc(-c2cc(C(=O)N/N=C\c3ccccn3)[nH]n2)cc1 in SSB-PriA inh shows -2
CC(=O)c1cccc(NS(=O)(=O)c2ccc(N3C(=O)CCC3=O)cc2)c1 in SSB-PriA inh shows -1&5

(list continues)
nr	SMILES	SSB-PriA inh
76	Cn1nnc2c(N3CCN(C(=O)Nc4ccccc4C(F)(F)F)CC3)ncnc21	-5
77	Cc1ccccc1-n1c(CC2CCN(C(=O)CSC3CCCC3)CC2)n[nH]c1=O	-5
78	O=C(Cn1nc2c(N3CCOCC3)nccn2c1=O)NCCc1ccc(Cl)cc1	-6
79	O=C1NC(=NNc2ccccc2)S/C1=C\c1ccccc1	-7
80	N#Cc1ccc(COCC2CCN(CC(=O)NC3CC3)CC2)cc1	-17
81	CCOC(=O)N1CCN(C(=O)c2nn(-c3ccccc3)c(=O)cc2OC)CC1	0
82	COc1cccc(C=Nn2c(-c3cc(C)[nH]n3)n[nH]c2=S)c1OC	-4
83	CC(C)NC(=O)Cc1csc(SCc2ccc(Br)cc2)n1	-5
84	CS(=O)(=O)NCCNC(=O)c1ccc(NC(=O)C2CCCC2)cc1	2
85	Cc1cc(Cl)ccc1OCCCC(=O)N/N=C/c1ccc(Br)cc1	10
86	CN(C)C(CNC(=O)c1ccc2nsnc2c1)c1ccco1 (configuration not stated)	-18
87	Cc1nc2ccc(NC(=O)c3cc4ccccc4oc3=O)cc2c(=O)n1-c1ccc(F)cc1	8
88	O=C(c1ccco1)N1CCc2ccc(NS(=O)(=O)Cc3ccccc3)cc21	4
89	CCOC(=O)C(C(C)=NNC(=O)c1ccccc1[N+](=O)[O-])C(C)C (configuration not stated)	-22
90	CCOc1ccc(CC(=O)Nc2nc3cc(OC)c(OC)cc3s2)cc1	10
91	Cc1cc(C(=O)NCCC(O)c2ccco2)c(C)o1 (configuration not stated)	9
92	Cc1nn(-c2ccccc2)cc1C1CC(c2ccc3c(c2)OCO3)=NN1S(C)(=O)=O (configuration not stated)	0
93	Cc1cc(C)c(S(=O)(=O)Nc2ccc3c(c2)CCCN3C(=O)c2ccco2)c(C)c1	0
94	CC(=O)Nc1ccc(C(=O)NCCNS(=O)(=O)CCc2ccccc2)cc1	-16
95	COC(=O)c1ccc(CN2C(=O)SC(Nc3ccc(OC)cc3)C2=O)cc1 (configuration not stated)	7
96	CCOC(=O)c1cccc(NC(=O)CSc2nccn3nc(-c4ccccc4OC)cc23)c1	-6
97	COc1ncc(NC(=O)C2CCCC2)c(N2CCCC2)n1	6
98	O=C(COc1ccccc1F)N1CCC(Oc2ncccc2Br)CC1	4
99	O=C1CC(c2cccs2)CC(=O)N1CC(=O)N1CCc2ccccc21	-14
100	O=C(Nc1ccc(Br)cc1F)c1cccn(Cc2ccccc2Cl)c1=O	-5
101	Cc1ccc(S(=O)(=O)N2CCC(c3nnc(C4CC4)s3)CC2)c(C)c1	1
102	CCOc1ccc(-n2c(O)c(C=NNc3nnc(C)c(=O)[nH]3)c3ccccc3c2=O)cc1	19
103	CC1CN(C(=O)CC2CSc3nc(C(C)C)cc(=O)n32)CC(C)O1 (configuration not stated)	-1
104	CCn1nc(C(=O)Nc2nc(-c3cc4ccccc4o3)cs2)cc1C	-8&-6
105	Cc1ccc(NC(=O)Oc2ccccc2)cc1N1CCCCC1=O	-3
106	CN(C)c1nc(N2CCOCC2)ncc1NC(=O)Nc1ccc(Cl)c(C(F)(F)F)c1	-17
107	O=C(Cc1c[nH]c2ccccc12)N1CC[C@H](n2ccnn2)C1	-12
108	COc1ccc(Nc2nc(S(=O)(=O)c3ccc(C)cc3)c(Cl)s2)cn1	-5
109	CCCC(=O)N1CCN(c2ccc(-n3cccc3)nn2)CC1	-16
110	CC(C)c1ccc(NC(=O)Cc2cc(=O)[nH]c(SCc3ccccc3F)n2)cc1	-8
111	CCOC(=O)c1cn[nH]c1S(=O)(=O)Nc1cccc(C(C)=O)c1	-10
112	CNC(=O)C(=O)Nc1cc(Cl)ccc1C#N	-16&-11
113	Cc1cc(N)n(-c2nc3c(cnn3-c3cccc(C)c3C)c(=O)[nH]2)n1	16
114	O=c1[nH]c(SCc2n[nH]c(=S)n2-c2ccccc2)nc2sc3c(c12)CCCC3	4
115	CCOc1ccc2ccccc2c1C(=O)N1CCOC(c2ccccc2)C1 (configuration not stated)	9
116	CCOC(=O)NCC1CCN(C(=O)c2ccoc2)CC1	-3
117	Cc1ccc(C)c(Nc2nc(-c3ccccn3)cs2)c1	69*
118	C(=C\c1cccc(/C=C/c2ccccc2)n1)/c1ccccc1	-25
119	COC(CNC(=O)c1c(O)nc2ccccn2c1=O)OC	-3
120	CN(C)CCSc1ccc(NC(=O)c2cccc(F)c2)nn1	-11
121	CC(=NNC(=O)c1cccc(Br)c1)c1cccc(NC(=O)c2ccc(C)o2)c1	-3
122	O=C(CSc1ccc(-c2ccccn2)nn1)Nc1ccc(F)cc1	23
123	O=C(COc1ccc(Cl)cc1)Nc1nc(CN2CCc3ccccc3C2)cs1	9
124	Cc1cnc2n(c1=O)C(CC(=O)N1CCN(c3ncccn3)CC1)CS2 (configuration not stated)	-4

Down the list, as entered above:
Compounds 102–108 in SSB-PriA inh, in turn: 19, -1, -8&-6, -3, -17, -12, -5
